Screening results from PubChem BioAssay.
yeast mlh1 rad18: NCI yeast anticancer drug screen, S. cerevisiae mlh1 rad18 strain; % growth inhibition at 50 µM; actives 11% (n = 79,000);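 note: 0% = growth of vehicle-only cultures of the same strain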
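Test agents were incubated with a yeast strain of defined genotype (DNA damage repair defect). Inhibition of growth was derived by comparison with vehicle-exposed cultures.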
cln2 rad14: NCI yeast anticancer drug screen, S. cerevisiae cln2 rad14 strain. growth inhibition, % at 50 µM. actives 8.3% (n = 78,000);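 note: 0% = growth of vehicle-only cultures of the same strain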
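Readout is yeast growth inhibition versus vehicle-treated controls, using a strain with cln2 and rad14 alterations exposed to compound.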
rad50: NCI yeast anticancer drug screen, S. cerevisiae rad50 strain; % growth inhibition at 50 µM; actives 10% (n = 79,000);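 note: 0% = growth of vehicle-only cultures of the same strain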
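A DNA repair-deficient yeast mutant serves as the test organism; compound-induced growth inhibition is calculated against vehicle-treated cells.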
mec2-1: NCI yeast anticancer drug screen, S. cerevisiae mec2-1 strain; growth inhibition, % at 50 µM; actives 9% (n = 79,000); AID 157;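 note: 0% = growth of vehicle-only cultures of the same strain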
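Readout is yeast growth inhibition, normalised to vehicle-treated controls, in the mec2-1 strain exposed to compound.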
yeast bub3: NCI yeast anticancer drug screen, S. cerevisiae bub3 mutant strain; % growth inhibition at 50 µM; actives 9.9% (n = 78,000); AID 167;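 note: 0% = growth of vehicle-only cultures of the same strain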
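In this screen, a yeast mutant lacking normal mitotic checkpoint function is challenged with compound. Relative growth versus vehicle gives the inhibition value.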
sgs1 mgt1: NCI yeast anticancer drug screen, S. cerevisiae sgs1 mgt1 strain | % growth inhibition at 50 µM | actives 10% (n = 78,000);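 note: 0% = growth of vehicle-only cultures of the same strain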
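Mutant yeast exposed to compound; growth scored against vehicle-only wells.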
Active calls of the source: *; & = joins results of further samples. Cut-off read from the data, not from the text of the source: active = growth inhibition above about 70%; inactive = the rest.

How did O=c1[nH]c(=O)n(C2OC(CO)C(O)C2O)cc1OCc1ccccc1 (stereo not drawn) do in these assays?
yeast mlh1 rad18: -32; cln2 rad14: 5; rad50: -32; mec2-1: -20; yeast bub3: -7; sgs1 mgt1: -23

Results for CCOC(=O)N1CCC2(CC1)CC(=O)N(Nc1ccccc1)C2=O ?
yeast mlh1 rad18: 20; cln2 rad14: 28; rad50: 28; mec2-1: 16; yeast bub3: 12; sgs1 mgt1: 24

How did CC1=CC(=NC(=O)CBr)C=C/C1=N\S(=O)(=O)c1ccccc1 do in these assays?
yeast mlh1 rad18: 56; cln2 rad14: 28; rad50: 56; mec2-1: 33; yeast bub3: 85*; sgs1 mgt1: 55

Results for CC(C)(C)N1CCOCN2CCCCC2CCN(C(C)(C)C)CCOCN2CCCCC2CC1 (stereo not drawn) ?
yeast mlh1 rad18: 5; cln2 rad14: 1; rad50: -7; mec2-1: 5; yeast bub3: -2; sgs1 mgt1: -10

Results for CC(C)(C)OC(=O)NN(CC(=O)OCc1ccccc1)N=O ?
yeast mlh1 rad18: -8; cln2 rad14: -42; rad50: 5; mec2-1: -2; yeast bub3: 10; sgs1 mgt1: 3

How did CC(=O)c1cc(C)cc(Cl)c1O do in these assays?
yeast mlh1 rad18: -2; cln2 rad14: 3; rad50: -12; mec2-1: -10; yeast bub3: 7; sgs1 mgt1: -13

What do the screens show for `CCCc1cc(=O)oc2c3c(c4c(c12)OC(C)(C)C=C4)OC(C)[C@H](C)[C@@H]3O` (stereo partly drawn)?
yeast mlh1 rad18: 26; cln2 rad14: 9; rad50: 14; mec2-1: 11; yeast bub3: 20; sgs1 mgt1: 32

What do the screens show for `NC(=S)N1N=C2c3ccccc3CCC[C@H]2[C@@H]1c1ccccc1`?
yeast mlh1 rad18: 70; cln2 rad14: 64; rad50: 73*; mec2-1: 70*; yeast bub3: 74*; sgs1 mgt1: 77*

How did OCCCSCCO do in these assays?
yeast mlh1 rad18: 0; cln2 rad14: -6; rad50: 2; mec2-1: -4; yeast bub3: 2; sgs1 mgt1: 3

What do the screens show for `CCOC(=O)c1nc(N)c2c(CC#N)nn(C)c2n1`?
yeast mlh1 rad18: -16; cln2 rad14: -10; rad50: 2; mec2-1: -15; yeast bub3: 10; sgs1 mgt1: 8

What do the screens show for `O=C(Cc1nc2ccccc2[nH]c1=O)c1ccccc1`?
yeast mlh1 rad18: 6; cln2 rad14: -42; rad50: -11; mec2-1: 8; yeast bub3: 9; sgs1 mgt1: -2

Results for CCOC(=O)C1C(C)=CC(=O)CC1CC (stereo not drawn) ?
yeast mlh1 rad18: 22; cln2 rad14: -1; rad50: 24; mec2-1: -11; yeast bub3: -4; sgs1 mgt1: 15

How did O=C(Nc1ccccc1)c1cccc([N+](=O)[O-])c1 do in these assays?
yeast mlh1 rad18: -6; cln2 rad14: 19; rad50: -2; mec2-1: 3; yeast bub3: 1; sgs1 mgt1: 0

How did CCCCCCCCCCCCCCCCSC(=NCC)NCC do in these assays?
yeast mlh1 rad18: 99*; cln2 rad14: 98*; rad50: 99*; mec2-1: 100*; yeast bub3: 100*; sgs1 mgt1: 100*

How did CCC(CC=C(C)C)(CC=C(C)C)c1ccncc1 (tested in a mixture with another compound) do in these assays?
yeast mlh1 rad18: 96*; cln2 rad14: 70*; rad50: 98*; mec2-1: 99*; yeast bub3: 93*; sgs1 mgt1: 99*

What do the screens show for `CN=C(N)NC`?
yeast mlh1 rad18: 20; cln2 rad14: 24; rad50: 0; mec2-1: 2; yeast bub3: 9; sgs1 mgt1: 15

What do the screens show for `CC(C)C(O)c1cnc(OCc2ccccc2)nc1OCc1ccccc1` (stereo not drawn)?
yeast mlh1 rad18: -4; cln2 rad14: -13; rad50: 1; mec2-1: -4; yeast bub3: -6; sgs1 mgt1: -8

How did CC1=C(C(=O)NCc2ccccc2)C(c2ccccc2O)C(C(=O)NCc2ccccc2)=C(C)N1 do in these assays?
yeast mlh1 rad18: 78*; cln2 rad14: 71*; rad50: 87*; mec2-1: 85*; yeast bub3: 86*; sgs1 mgt1: 80*

Results for O=NN(c1ccccc1)c1ccc([N+](=O)[O-])cc1 ?
yeast mlh1 rad18: 16; cln2 rad14: -4; rad50: 11; mec2-1: 16; yeast bub3: -2; sgs1 mgt1: 0

How did C=C1C(OC(C)=O)CC(OC(C)=O)C2(C)C(OC(C)=O)C(OC(C)=O)C3=C(C)C(OC(=O)/C=C/c4ccccc4)CC(C(OC(C)=O)C12)C3(C)C (stereo not drawn) do in these assays?
yeast mlh1 rad18: 16; cln2 rad14: -5; rad50: 5; mec2-1: -12; yeast bub3: 21; sgs1 mgt1: 6

Results for Brc1cccc[n+]1CCC[n+]1ccccc1Br ?
yeast mlh1 rad18: 16; cln2 rad14: 33; rad50: 15; mec2-1: 19; yeast bub3: 19; sgs1 mgt1: 28

Results for CCCCCC/C=C\CCCCCCCCCC1=C(CN2CCN(C)CC2)C(=O)C=C(OC)C1=O ?
yeast mlh1 rad18: 89*; cln2 rad14: 89*; rad50: 89*; mec2-1: 92*; yeast bub3: 91*; sgs1 mgt1: 90*

How did O=[N+]([O-])c1ccc(N/N=C(/C=N/Nc2ccc([N+](=O)[O-])cc2)C(O)C(O)C(O)CO)cc1 (stereo not drawn) do in these assays?
yeast mlh1 rad18: 98*; cln2 rad14: 98*; rad50: 97*; mec2-1: 98*; yeast bub3: 99*; sgs1 mgt1: 97*

How did CCOC(=O)c1ccc(C)cc1F do in these assays?
yeast mlh1 rad18: 8; cln2 rad14: -39; rad50: -2; mec2-1: 2; yeast bub3: -8; sgs1 mgt1: 0

What do the screens show for `COC(=O)N[C@H](C(=O)O)C(C)O[Si](C)(C)C(C)(C)C` (stereo partly drawn)?
yeast mlh1 rad18: -35; cln2 rad14: 8; rad50: -16; mec2-1: -14; yeast bub3: -33; sgs1 mgt1: -53

Results for CC(=O)Nc1ccccc1Cl ?
yeast mlh1 rad18: 21&-11; cln2 rad14: -20&25; rad50: 6&32; mec2-1: -9&7; yeast bub3: -15&20; sgs1 mgt1: -20&14

Results for CCn1c2ccccc2c2cc(N=Nc3cc(C(C)C)c(O)cc3C)ccc21 ?
yeast mlh1 rad18: 27; cln2 rad14: 19; rad50: 36; mec2-1: 24; yeast bub3: 22; sgs1 mgt1: 11

Results for CNc1ccc(Cc2c[nH]c3ccccc23)cc1 ?
yeast mlh1 rad18: 85*; rad50: 89*; mec2-1: 68

Results for O=C(OCC1OC=C(OC(=O)c2ccccc2)C1OC(=O)c1ccccc1)c1ccccc1 (stereo not drawn) ?
yeast mlh1 rad18: 60; cln2 rad14: 25; rad50: 92*; mec2-1: 12; yeast bub3: -2; sgs1 mgt1: 32

How did OC(CC(CC(O)(C(F)(F)Cl)C(F)(F)Cl)=NNc1ccccc1)(C(F)(F)Cl)C(F)(F)Cl do in these assays?
yeast mlh1 rad18: 99*; cln2 rad14: 99*; rad50: 99*; mec2-1: 99*; yeast bub3: 99*; sgs1 mgt1: 99*

An excerpt from the list above:
How did O=c1[nH]c(=O)n(C2OC(CO)C(O)C2O)cc1OCc1ccccc1 (stereo not drawn) do in these assays?
yeast mlh1 rad18: -32; cln2 rad14: 5; rad50: -32; mec2-1: -20; yeast bub3: -7; sgs1 mgt1: -23

Results for CCOC(=O)N1CCC2(CC1)CC(=O)N(Nc1ccccc1)C2=O ?
yeast mlh1 rad18: 20; cln2 rad14: 28; rad50: 28; mec2-1: 16; yeast bub3: 12; sgs1 mgt1: 24

How did CC1=CC(=NC(=O)CBr)C=C/C1=N\S(=O)(=O)c1ccccc1 do in these assays?
yeast mlh1 rad18: 56; cln2 rad14: 28; rad50: 56; mec2-1: 33; yeast bub3: 85*; sgs1 mgt1: 55

Results for CC(C)(C)N1CCOCN2CCCCC2CCN(C(C)(C)C)CCOCN2CCCCC2CC1 (stereo not drawn) ?
yeast mlh1 rad18: 5; cln2 rad14: 1; rad50: -7; mec2-1: 5; yeast bub3: -2; sgs1 mgt1: -10

Results for CC(C)(C)OC(=O)NN(CC(=O)OCc1ccccc1)N=O ?
yeast mlh1 rad18: -8; cln2 rad14: -42; rad50: 5; mec2-1: -2; yeast bub3: 10; sgs1 mgt1: 3

How did CC(=O)c1cc(C)cc(Cl)c1O do in these assays?
yeast mlh1 rad18: -2; cln2 rad14: 3; rad50: -12; mec2-1: -10; yeast bub3: 7; sgs1 mgt1: -13

What do the screens show for `CCCc1cc(=O)oc2c3c(c4c(c12)OC(C)(C)C=C4)OC(C)[C@H](C)[C@@H]3O` (stereo partly drawn)?
yeast mlh1 rad18: 26; cln2 rad14: 9; rad50: 14; mec2-1: 11; yeast bub3: 20; sgs1 mgt1: 32

What do the screens show for `NC(=S)N1N=C2c3ccccc3CCC[C@H]2[C@@H]1c1ccccc1`?
yeast mlh1 rad18: 70; cln2 rad14: 64; rad50: 73*; mec2-1: 70*; yeast bub3: 74*; sgs1 mgt1: 77*

Continuation.
What do the screens show for `O=C(C[n+]1csc2ccccc21)c1ccc(I)cc1`?
yeast mlh1 rad18: 20; cln2 rad14: -13; rad50: -15; mec2-1: -1; yeast bub3: -5; sgs1 mgt1: -9

Results for CCC(O)C1CCCCC1O (stereo not drawn) ?
yeast mlh1 rad18: 2; cln2 rad14: 16; rad50: -9; mec2-1: 8; yeast bub3: 15; sgs1 mgt1: -4

How did CCCCCOC(=O)c1ccc(N)cc1 do in these assays?
yeast mlh1 rad18: 57; cln2 rad14: 49; rad50: 40; mec2-1: 44; yeast bub3: 34; sgs1 mgt1: 12

Results for C=C(C)[C@@H]1CC=C(C)[C@H](O)C1 ?
yeast mlh1 rad18: -6; cln2 rad14: -7; rad50: 0; mec2-1: 0; yeast bub3: 21; sgs1 mgt1: -26

How did CC(C)C(/C=C/c1ccccc1)=N\NS(=O)(=O)c1ccccc1 do in these assays?
yeast mlh1 rad18: 8; cln2 rad14: 12; rad50: 11; mec2-1: -1; yeast bub3: 16; sgs1 mgt1: 26

How did NC(Cc1cccnn1)C(=O)O (stereo not drawn) do in these assays?
yeast mlh1 rad18: -5; cln2 rad14: -59; rad50: -29; mec2-1: -23; yeast bub3: -25; sgs1 mgt1: -29

What do the screens show for `C/C=C/C=C\C1OC(O)([C@H](CC)C(=O)NC/C=C/C=C(\C)[C@H](OC)C(C)C2OC(\C=C/C=C/C=C(\C)C(=O)c3c(O)ccn(C)c3=O)[C@H](O)[C@@H]2O)C(O)C(O)C1(C)C` (stereo partly drawn)?
yeast mlh1 rad18: 17; cln2 rad14: 27; rad50: 36; mec2-1: 10; yeast bub3: 26; sgs1 mgt1: 81*

How did S=c1nc(-c2ccncc2)[nH][nH]1 do in these assays?
yeast mlh1 rad18: 0; cln2 rad14: -7; rad50: -19; mec2-1: -7; yeast bub3: 1; sgs1 mgt1: -7

Results for COc1ccccc1C1SC(c2ccccc2)(c2ccccc2)OC1=O (stereo not drawn) ?
yeast mlh1 rad18: 81*; cln2 rad14: 85*; rad50: 85*; mec2-1: 50; yeast bub3: 86*; sgs1 mgt1: 80*

Results for CC1(C)CC2(C)NCCN2C(=S)N1 (stereo not drawn) ?
yeast mlh1 rad18: -8; cln2 rad14: 12; rad50: 3; mec2-1: 2; yeast bub3: -5; sgs1 mgt1: 16

What do the screens show for `S=C(NC1CCCCC1)SSSC(=S)NC1CCCCC1`?
yeast mlh1 rad18: 7; cln2 rad14: 15; rad50: -7; mec2-1: -5; yeast bub3: -17; sgs1 mgt1: -8

How did Cc1ccc(S(=O)(=O)NC(CC(C)C)C(=O)O)cc1 (stereo not drawn) do in these assays?
yeast mlh1 rad18: 0; cln2 rad14: -34; rad50: 7; mec2-1: -11; yeast bub3: 1; sgs1 mgt1: -5

How did C/C(=N\N=P(c1ccccc1)(c1ccccc1)c1ccccc1)C(C)(C)C do in these assays?
yeast mlh1 rad18: 32; cln2 rad14: 12; rad50: 8; mec2-1: 10; yeast bub3: 4; sgs1 mgt1: 2
